Assay outcomes (PubChem BioAssay)
BLM inh – Bloom syndrome helicase (human) inhibition | recombinant BLM DNA unwinding, fluorescence dequenching | Potency, µM (doses to about 56.1 µM), without a hit: at the highest dose activity change, negative = inhibition, hits mostly inhibitors | 0.2% of 350,000 active | AID 2528;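 also: potency is read from the fitted curve at half-maximal effect; plate controls were vehicle for no effect and no enzyme for full effect; nearly all actives have a fitted effect of over 35% in size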
APE1 inh – blocks human APE1 abasic DNA cleavage; P27695; recombinant APE1, TAMRA/BHQ-2 abasic DNA cleavage fluorescence; Potency, µM (titrated, usually from 65.8 µM), inactives show at the top dose activity change, negative = inhibition, usual class: inhibitors; 0.35% of 350,000 active;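 also: potency is read from the fitted curve at half-maximal effect; plate controls were vehicle for no effect and reference inhibitor for full effect; nearly all actives have a fitted effect of over 55% in size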
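Step 1: APE1 (0.75 nM) with compound, 15 min RT. Step 2: add 50 nM fluorophore/quencher THF duplex. Step 3: three fluorescence reads 60 s apart (525/598 nm); read 3 minus read 1 = reaction progress.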
12-LOX inh – inhibitors of human 12S-lipoxygenase ALOX12; 1.1% of 580,000 active; purified 12hLO, xylenol orange hydroperoxide absorbance; Potency, µM (titrated, usually from 108 µM), inactives show top-dose activity change, negative = inhibition, usual class: inhibitors; P18054; also: potency is read from the fitted curve at half-maximal effect; % is scaled to controls: 0 for no effect and ±100 for the full control effect
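Hydroperoxide product was detected by ferrous iron/xylenol orange as the 573 to 405 nm absorbance ratio. Arachidonic acid at 40 uM (final) was turned over for 30 min at room temperature by 150 nM human 12hLO, pH 7.0 Hepes buffer, after 15 min compound preincubation.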
POLI inh – DNA polymerase iota (human) inhibition; Q9UNA4; AID 588590; Pol iota fluorescent replication assay, 10 min; 1% of 390,000 active; Potency, µM (top dose mostly 115 µM), without a hit: top-dose activity, negative = inhibition, hits mostly inhibitors; also: potency is read from the fitted curve at half-maximal effect
Target sequence (Q9UNA4 whole entry, looked up): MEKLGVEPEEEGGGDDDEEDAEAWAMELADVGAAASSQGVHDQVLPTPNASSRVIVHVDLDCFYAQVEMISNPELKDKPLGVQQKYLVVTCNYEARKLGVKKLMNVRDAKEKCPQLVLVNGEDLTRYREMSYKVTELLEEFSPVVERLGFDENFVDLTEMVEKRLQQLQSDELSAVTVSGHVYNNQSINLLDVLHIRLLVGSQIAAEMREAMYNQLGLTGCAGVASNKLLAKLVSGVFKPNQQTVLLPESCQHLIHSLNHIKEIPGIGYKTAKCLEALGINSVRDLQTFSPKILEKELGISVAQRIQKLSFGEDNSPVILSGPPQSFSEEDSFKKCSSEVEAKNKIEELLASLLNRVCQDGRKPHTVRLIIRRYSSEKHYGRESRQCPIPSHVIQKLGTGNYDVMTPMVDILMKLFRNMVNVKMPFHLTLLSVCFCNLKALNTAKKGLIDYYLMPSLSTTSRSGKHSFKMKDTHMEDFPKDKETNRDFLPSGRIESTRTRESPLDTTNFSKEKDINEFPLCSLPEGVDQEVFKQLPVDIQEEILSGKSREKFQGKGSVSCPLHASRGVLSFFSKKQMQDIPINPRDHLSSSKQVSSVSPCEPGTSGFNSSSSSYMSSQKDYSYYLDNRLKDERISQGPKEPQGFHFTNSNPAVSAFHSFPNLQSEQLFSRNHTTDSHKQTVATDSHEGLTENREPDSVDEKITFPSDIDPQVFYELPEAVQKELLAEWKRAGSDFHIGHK
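Fluorescent replication assay read twice, at 0 min and 10 min after adding 50 nM (final) substrate. Enzyme (10 nM) and compounds were first incubated 15 min at room temperature; enzyme-free buffer wells were negative controls.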
Apoferritin bind – binds horse apoferritin like a general anesthetic; apoferritin/1-aminoanthracene competitive binding, fluorescence; P02791; AID 485281; Potency, µM (series often up to 77.5 µM), for inactives: at the top dose activity change, negative = displacement, most hits filed as inhibitors; 0.074% of 350,000 active; also: potency is read from the fitted curve at half-maximal effect; % is scaled to controls: 0 for no effect and ±100 for the full control effect; nearly all actives have a fitted effect of over 20% in size
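Horse-spleen apoferritin (10 uM) in 50% saturated 1-aminoanthracene in PBS was incubated 10 min at room temperature with compound. Fluorescence (ex 380, em 535 nm) was normalized to free and bound 1-AMA, with concentration-response fitted by a four-parameter Hill equation.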
POLB inh – inhibitors of human DNA polymerase beta. P06746. Pol beta primer extension/strand displacement, fluorescence kinetic. Potency, µM (highest dose often 114 µM), for inactives: top-dose activity change, negative = inhibition, most hits filed as inhibitors. 1.3% of 340,000 active. AID 485314; also: potency is read from the fitted curve at half-maximal effect; % is scaled to controls: 0 for no effect and ±100 for the full control effect
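10 nM enzyme + cpd, 15 min RT; start with substrate 50 nM final; read 0 min and after 10 min RT. Corrected, normalized data; 4-parameter Hill curve fit.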
ERG Ets-DNA blk – blocks human ERG Ets domain binding to DNA; fluorescence polarization, His-ERG Ets domain / labelled DNA; 0.028% of 370,000 active; AID 624246; P11308; Potency, µM (titrated, usually from 76.9 µM), for the others: at the top dose FP activity, negative = inhibition, usual class: inhibitors; active = well fitted inhibition curve with a large enough effect in the polarisation, with a control signal flat; inconclusive = small, poorly fitted or top-dose-only effect, or effect the other way, or a change in a side signal; inactive = no such curve, though single readings can be large or run the other way; the % refers to the polarisation;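 also: polarization taken with two DNA probes labelled with fluorescein and Texas red; potency is read from the fitted curve at half-maximal effect; % of control where 0% means no effect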
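His-tagged ERG Ets domain (1 uM in the protein solution; 300mM KCl, 50mM Tris-HCl, 1mM EDTA, 1mM DTT, pH 7.5) received compound, then a probe mix of 5 nM fluorescein-DNA and 100nM Texas-615-DNA. Fluorescence polarization was read for both dyes.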
Pol kappa inh – blocks human DNA polymerase kappa activity | Q9UBT6 | purified Pol kappa, fluorescent DNA synthesis assay, 10 min | Potency, µM (top dose mostly 107 µM), for the others: at the highest dose activity, negative = inhibition, actives largely listed as inhibitors | 0.53% of 400,000 active; also: potency is read from the fitted curve at half-maximal effect; % is scaled to controls: 0 for no effect and ±100 for the full control effect
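Inhibition of 10 nM Pol kappa is measured by a fluorescent read-out at 0 and 10 min following addition of 50 nM substrate (final), with a 15-min room-temperature compound preincubation.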
TRHR agonist – agonists of human TRH receptor; P34981; TRHR cells, calcium flux fluo-8, FDSS agonist mode; activation, % at 2 µM; 0.18% of 360,000 active; in the data active = activation above about 30%; also: 0% is about no effect
Target sequence (P34981 whole entry, looked up): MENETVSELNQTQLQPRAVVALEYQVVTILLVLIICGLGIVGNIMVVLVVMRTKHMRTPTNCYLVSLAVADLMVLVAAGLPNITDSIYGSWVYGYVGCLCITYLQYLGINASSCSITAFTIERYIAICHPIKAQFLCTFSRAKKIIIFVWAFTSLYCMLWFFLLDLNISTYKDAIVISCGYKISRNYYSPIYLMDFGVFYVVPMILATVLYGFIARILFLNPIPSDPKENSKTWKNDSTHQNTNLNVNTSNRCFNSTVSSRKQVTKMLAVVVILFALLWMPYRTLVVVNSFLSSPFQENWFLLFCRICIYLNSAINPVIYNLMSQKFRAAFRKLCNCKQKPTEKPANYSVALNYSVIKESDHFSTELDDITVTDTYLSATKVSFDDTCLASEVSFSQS
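TRHR-expressing cells, plated overnight in medium with 10% serum, were loaded with fluo-8 calcium dye at room temperature. After a 10 s baseline, library compound was pin-added and calcium release was recorded kinetically (ex 480/em 530) as agonist response.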
* marks the source's active call; other numbers are inactive results; ? = inconclusive; / = not tested or not shown; & = joins results of further samples; [ ] = remark or other dose. Unless noted, calls follow the shape of the dose curve; as a rule, active = well fitted curve in the direction sought with a large enough effect; inconclusive = small, poorly fitted or top-dose-only effect, or another doubt; inactive = no such curve, though single readings can be large; an effect the other way counts as inactive or inconclusive.

Start of the listing, in advance (two entries):
SMILES	BLM inh	APE1 inh	12-LOX inh	POLI inh	Apoferritin bind	POLB inh	ERG Ets-DNA blk	Pol kappa inh	TRHR agonist
O=C(O)c1cccc(Oc2ncnc3sc4c(c23)CCCC4)c1	-2%	-2%	-10%	7%	-11%	-2%	8%	1%	0.8
O=C(Nc1ccc(Br)cc1F)C1CCN(c2nc3ccccc3[nH]2)CC1	-3%	/	?	10%	41%[activator]	12%	-5%	-13%[60.1 µM]	0.5

Main list, from the start:
SMILES	BLM inh	APE1 inh	12-LOX inh	POLI inh	Apoferritin bind	POLB inh	ERG Ets-DNA blk	Pol kappa inh	TRHR agonist
O=C(O)c1cccc(Oc2ncnc3sc4c(c23)CCCC4)c1	-2%	-2%	-10%	7%	-11%	-2%	8%	1%	0.8
O=C(Nc1ccc(Br)cc1F)C1CCN(c2nc3ccccc3[nH]2)CC1	-3%	/	?	10%	41%[activator]	12%	-5%	-13%[60.1 µM]	0.5
COC(=O)c1c(C(=O)OC)c(-c2ccc(OC)cc2)n2c1CS(=O)(=O)C2	-1%	11%	-5%	22%	-14%	15%	-5%	-13%	0.9
COc1ccc(/C=N/c2oc(C)c(C)c2C#N)c(OC)c1	-5%	-2%	15%	30%[activator]	-8%	13%	-5%	3%	1.0
CCOC(=O)C1=C(C)N(CC(C)C)C(=O)C1	-6%	3%	80%[activator]	4%	-1%	-9%	-4%	-3%	0.5
CCN1CCN(c2cc(C)c3cc(NC(=S)N4CCN(c5ccccc5)CC4)ccc3n2)CC1	-4%	9%	4%	68%[activator]	5%	10%	-10%	7%	-0.1
COCCN(C(=O)CCCc1nc2ccccc2s1)c1c(N)n(CC(C)C)c(=O)[nH]c1=O	/	11%	3%	6%	/	/	-5%	-7%	0.5
CC(C)(C)OC(=O)N1CC=C2C(C#N)=C(N)C(C#N)(C#N)C(c3cccs3)C2C1 (stereo not drawn)	-13%	-2%	-18%	15%	-11%	4%	0%	-1%	15
CCCCN(CC)CCCNC(=O)c1cc2c(=O)oc3ccc(C)cc3c2s1	79%[activator]	/	?	33%[activator]	-6%	0%	4%	-2%	0.1
COc1ccc(CCNC(=O)COC(=O)c2cc(Cl)nc(Cl)c2)cc1	/	14%	59%[activator]	9%	/	/	-2%	-18%	/
COC(=O)[C@@]1(Cc2ccc(OC)cc2)[C@H]2c3cc(C(=O)N(C)C)n(CCc4ccc(OC)c(Br)c4)c3C[C@H]2CN1C(=O)c1ccccc1	-9%&-10%	-8%&-7%	/	/	0%&-1%	-9%	/	/	0.8
CN(Cc1ccco1)c1ncnc2ccc(-c3ccccc3C(F)(F)F)cc12	-15%	-2%	?	/	/	/	/	?	/
O=C1CCN(N=Nc2cccc(Cl)c2)N1	-2%	5%	/	/	-2%	-11%	/	/	-0.3
Cc1ccc(N2CCN(C(=S)Nc3ccc(Cl)cc3)CC2)cc1	-2%	-10%	7%	22%	-5%	3%	-7%	-5%	0.5
CCOC(=O)C1=C(CN2CCCCC2)NC(=O)NC1c1cc(C)ccc1C (stereo not drawn)	-1%&-4%	2%	-9%&7%	9%	-15%&-16%	?	?	-13%[60.1 µM]	-1.1&-1.4
CCc1ccccc1NC(=O)CN(C)Cc1c(O)ccc2ccccc12	-16%	2%	?	23%	-1%	4%	-4%	0%	1.1
O=C(/C=C/c1ccc(Cl)cc1Cl)NCc1ccncc1	1%	-2%	3%	3%	-19%	6%	/	-2%	-0.5
O=C(Nc1ccccc1C(=O)OCc1cc(=O)n2nc(C3CC3)sc2n1)c1ccc(Cl)cc1	-3%	/	-24%	36%[activator]	41%[activator]	6%	2%	-5%[60.1 µM]	0.5
CCc1ccc2c(c1)c(=O)c(S(=O)(=O)c1ccc(F)cc1)cn2CC(=O)Nc1ccccc1OC	-4%	/	-12%	17%	-9%	1%	0%	-17%	1.3
CCOC(=O)c1nnn(-c2nonc2-n2cccc2)c1CN1CCOCC1	0%	6%	14%	13%	-17%	-1%	0%	-5%	-0.2
CCOC(=O)c1sc(NC(=O)c2ccc(=O)[nH]c2)nc1C	-1%	44%	-15%	14%	1%	14%	-23%	6%	0.3
CCc1ccc(NS(=O)(=O)c2c(C(=O)N3CCCCCC3)c(C)n(C)c2C)cc1	-3%	33%	1%	2%	-10%	7%	-14%	2%	-0.4
CN(C)S(=O)(=O)c1cccc(NC(=S)NCCc2ccccn2)c1	-2%	-3%	1%	9%	-10%	2%	-3%	-9%	-1.0
CCc1cccc(-n2c(C)nc3c(cnn3-c3ccc(Cl)cc3)c2=O)c1	-3%	/	0%	4%	-3%	0%	2%	-4%	0.4
Cc1ccc(NC(=O)c2cc(=O)c3ccccc3o2)cc1S(=O)(=O)N1CCCCC1	-12%	-10%	118%&12%[activator]	33%[activator]	?	-1%	18%	-13%	-0.2

A draw from above in order of heavy-atom count, descending:
SMILES	BLM inh	APE1 inh	12-LOX inh	POLI inh	Apoferritin bind	POLB inh	ERG Ets-DNA blk	Pol kappa inh	TRHR agonist
CCc1ccc(NS(=O)(=O)c2c(C(=O)N3CCCCCC3)c(C)n(C)c2C)cc1	-3%	33%	1%	2%	-10%	7%	-14%	2%	-0.4
CN(Cc1ccco1)c1ncnc2ccc(-c3ccccc3C(F)(F)F)cc12	-15%	-2%	?	/	/	/	/	?	/
CCOC(=O)c1nnn(-c2nonc2-n2cccc2)c1CN1CCOCC1	0%	6%	14%	13%	-17%	-1%	0%	-5%	-0.2
O=C(Nc1ccc(Br)cc1F)C1CCN(c2nc3ccccc3[nH]2)CC1	-3%	/	?	10%	41%[activator]	12%	-5%	-13%[60.1 µM]	0.5
CN(C)S(=O)(=O)c1cccc(NC(=S)NCCc2ccccn2)c1	-2%	-3%	1%	9%	-10%	2%	-3%	-9%	-1.0
O=C(O)c1cccc(Oc2ncnc3sc4c(c23)CCCC4)c1	-2%	-2%	-10%	7%	-11%	-2%	8%	1%	0.8
COc1ccc(/C=N/c2oc(C)c(C)c2C#N)c(OC)c1	-5%	-2%	15%	30%[activator]	-8%	13%	-5%	3%	1.0
CCOC(=O)C1=C(C)N(CC(C)C)C(=O)C1	-6%	3%	80%[activator]	4%	-1%	-9%	-4%	-3%	0.5

(next part)
SMILES	BLM inh	APE1 inh	12-LOX inh	POLI inh	Apoferritin bind	POLB inh	ERG Ets-DNA blk	Pol kappa inh	TRHR agonist
CC(NC(=O)CSc1ncn[nH]1)c1ccc(Cl)cc1Cl (stereo not drawn)	-2%	10%	15%	36%[activator]	-10%	23%	30%[activator]	3%	0.0
O=C(Nc1cccc(-c2cnc3ccccc3n2)c1)c1ccncc1	-10%	4%	-10%	70%[activator]	-8%	14%	-2%	4%	-0.8
CC(C)(C)NC(=O)COC(=O)c1ccc(Cl)cc1O	-1%	-1%	5%	10%	-5%	-1%	-8%	-20%	-0.2
CCN1CCCc2cc(CN(CCN3CCOCC3)C(=S)Nc3ccc(OC)c(OC)c3)ccc21	-1%	-9%	30%	22%	-10%	-6%	-5%	-12%	0.0
COc1ccc(NS(=O)(=O)c2cccc(C(=O)NCc3ccco3)c2)cc1	/	7%	0%	9%	/	/	2%	-8%	-0.4
CCOC(=O)c1n[nH]n2c1nc(=S)c1ccccc12	-2%	29%	?	?	6%	-12%	4%	1%	0.1
NS(=O)(=O)c1ccc(CCNC(=O)COC(=O)c2cc([N+](=O)[O-])ccc2N2CCOCC2)cc1	/	2%	-22%	42%[activator]	/	/	2%	1%	0.2
Cc1cc(N=Cc2c(O)n(-c3ccc4c(c3)OCO4)c(=O)c3ccccc23)ccn1	-5%	-2%	8%	?	104%[activator]	0%	2%	-7%	-0.7
O=C1NC(c2ccccc2)=CC(c2ccccc2)N1 (stereo not drawn)	2%	2%	-2%	82%[activator]	-7%	1%	0%	-3%	0.5
CC1=NN(C(N)=S)C(=O)C1N=Nc1ccc(S(N)(=O)=O)cc1 (stereo not drawn)	-3%	-26%	-14%	?	-23%	-1%	-2%	-17%	0.2
CCOc1c(Br)cc(CNc2ncn[nH]2)cc1OC	1%	-4%	-3%	24%	-7%	7%	-1%	-16%	-1.0
Cc1cc(C)c(S(=O)(=O)N2CCC(N3CCN(Cc4ccc(F)cc4)C(=O)C3=O)CC2)c(C)c1	-4%	/	?	6%	-9%	-11%	0%	-5%[60.1 µM]	-1.3
CCOC(=O)CSc1nc2sc(C)c(C)c2c(=O)n1C	0%	-3%	-23%	-2%	-7%	-19%	-10%	-10%	-0.6
COc1cc(C2N(c3ccccc3)CCN2c2ccccc2)ccc1OC(C)=O	-5%	12%	2%	5%	-6%	-3%	7%	-5%	-0.2
COc1cccc(CN(C(=O)c2ccc(C(C)(C)C)cc2)C2CCS(=O)(=O)C2)c1 (stereo not drawn)	-4%	/	5%	31%[activator]	-9%	2%	?	-1%	0.1
COCCn1c(SCC(=O)NC2CCCC2)nnc1C(C)C	0%	22%	-12%	129%[activator]	-3%	49%	15%	3%	0.9
O=C(CN1C(=O)CSc2ccccc21)Nc1ccc2c(c1)OCCO2	-4%	1%	5%	3%	?	1%	/	-7%	0.9
CCc1ccc(NC(=S)NC(=O)CC(C)C)cc1	-8%	18%	?	35%[activator]	-10%	7%	-4%	-4%	-0.5
O=C(OCCOc1ccc(Br)cc1)c1cnccn1	1%	-1%	?	-5%	-12%	1%	1%	-4%	-0.2
COc1ccc(C)cc1NC(=O)C1CCN(S(=O)(=O)c2ccc3[nH]c4c(c3c2)CCCCC4)CC1	-9%	/	?	35%[activator]	-3%	9%	-1%	-1%	0.4
COc1ccc(Cc2nnc(N)s2)cc1	0%	-6%	-11%	26%	-9%	9%	3%	-19%	-0.4
COC(=O)CC(NC(=O)Nc1ccccc1F)c1ccc2c(c1)OCO2 (stereo not drawn)	-4%	45%	0%	37%[activator]	3%	-3%	5%	6%	0.1
CCOC(=O)C1CCN(C(=O)COC(=O)c2cc(-c3cccs3)nn2-c2ccccc2)CC1	/	12%	-29%	10%	/	/	-4%	3%	0.3

These rows are one share of the data; rates above refer to the full screens.
